High-throughput results: PubChem, several laboratories
KKLEB tox: reduces viability of KKLEB cystic fibrosis airway cells. KKLEB CF airway cells viability, ATPlite luminescence, overnight; stronger effect = lower value; cells stimulated with P. aeruginosa culture filtrate. activity change (cytotoxicity), % at 5 µM. 0.36% of 360,000 active. AID 602141;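 active = corrected activity change at or below -50% at 5 µM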
CF NFkB inh: inhibitors of cystic fibrosis induced NF-kB; KKLEB NF-kB-GFP reporter, PAF-induced, GFP fluorescence overnight; inhibition, % at 5 µM; 0.86% of 360,000 active;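 active = at least 50% inhibition at 5 µM, scaled per plate between neutral and stimulator controls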;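 also: PAF is a Pseudomonas aeruginosa culture filtrate used as stimulus; plate controls were PAF-stimulated DMSO wells for no effect and unstimulated DMSO wells for full effect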
LRH-1 inv ag: inverse agonists of human LRH-1 (NR5A2); HEK293T StAR-luciferase reporter, LRH-1 transfected, 24 h; inhibition, % at 3.6 µM; 0.13% of 360,000 active;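 active = inhibition above the mean inhibition of all tested compounds plus 3 SD, cut at about 73% in these data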;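 also: 0% = DMSO wells and 100% = reporter-only cells lacking LRH-1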
TROY signal inh: inhibitors of TROY-dependent NF-kB signaling | Q293 LMP1-TROYcd NF-kB luciferase reporter, 4 h | inhibition, % at 10 µM | 0.98% of 360,000 active | AID 1347056;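 active = compounds whose plate-normalised and pattern-corrected inhibition of the luciferase reporter signal at the single screening dose is 50% or more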
EBV LMP1 NFkB: reduces LMP1-driven NF-kappaB luciferase signal | LMP1-induced NF-kappaB luciferase reporter cells, luminescence | inhibition, % at 12.5 µM | 0.69% of 350,000 active; in the data active = inhibition above about 41%;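 also: 0% = neutral control wells and 100% = reference inhibitor control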
NCOA3 inh: human NCOA3 inhibition | Q9Y6Q9 | HEK293 GAL4-SRC3 luciferase reporter, luminescence | inhibition, % at 3.6 µM | 0.17% of 360,000 active | AID 588352;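 active = inhibition above a per-campaign cutoff, the mean of all compounds plus 3 SD, cut at about 60% in these data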;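 also: 0% = DMSO-treated cells and 100% = gossypol-treated cells at 36 µM; higher means less SRC3-driven luciferase light from the GAL4 reporter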
Target sequence (Q9Y6Q9 whole entry, looked up, the tested form may be a part): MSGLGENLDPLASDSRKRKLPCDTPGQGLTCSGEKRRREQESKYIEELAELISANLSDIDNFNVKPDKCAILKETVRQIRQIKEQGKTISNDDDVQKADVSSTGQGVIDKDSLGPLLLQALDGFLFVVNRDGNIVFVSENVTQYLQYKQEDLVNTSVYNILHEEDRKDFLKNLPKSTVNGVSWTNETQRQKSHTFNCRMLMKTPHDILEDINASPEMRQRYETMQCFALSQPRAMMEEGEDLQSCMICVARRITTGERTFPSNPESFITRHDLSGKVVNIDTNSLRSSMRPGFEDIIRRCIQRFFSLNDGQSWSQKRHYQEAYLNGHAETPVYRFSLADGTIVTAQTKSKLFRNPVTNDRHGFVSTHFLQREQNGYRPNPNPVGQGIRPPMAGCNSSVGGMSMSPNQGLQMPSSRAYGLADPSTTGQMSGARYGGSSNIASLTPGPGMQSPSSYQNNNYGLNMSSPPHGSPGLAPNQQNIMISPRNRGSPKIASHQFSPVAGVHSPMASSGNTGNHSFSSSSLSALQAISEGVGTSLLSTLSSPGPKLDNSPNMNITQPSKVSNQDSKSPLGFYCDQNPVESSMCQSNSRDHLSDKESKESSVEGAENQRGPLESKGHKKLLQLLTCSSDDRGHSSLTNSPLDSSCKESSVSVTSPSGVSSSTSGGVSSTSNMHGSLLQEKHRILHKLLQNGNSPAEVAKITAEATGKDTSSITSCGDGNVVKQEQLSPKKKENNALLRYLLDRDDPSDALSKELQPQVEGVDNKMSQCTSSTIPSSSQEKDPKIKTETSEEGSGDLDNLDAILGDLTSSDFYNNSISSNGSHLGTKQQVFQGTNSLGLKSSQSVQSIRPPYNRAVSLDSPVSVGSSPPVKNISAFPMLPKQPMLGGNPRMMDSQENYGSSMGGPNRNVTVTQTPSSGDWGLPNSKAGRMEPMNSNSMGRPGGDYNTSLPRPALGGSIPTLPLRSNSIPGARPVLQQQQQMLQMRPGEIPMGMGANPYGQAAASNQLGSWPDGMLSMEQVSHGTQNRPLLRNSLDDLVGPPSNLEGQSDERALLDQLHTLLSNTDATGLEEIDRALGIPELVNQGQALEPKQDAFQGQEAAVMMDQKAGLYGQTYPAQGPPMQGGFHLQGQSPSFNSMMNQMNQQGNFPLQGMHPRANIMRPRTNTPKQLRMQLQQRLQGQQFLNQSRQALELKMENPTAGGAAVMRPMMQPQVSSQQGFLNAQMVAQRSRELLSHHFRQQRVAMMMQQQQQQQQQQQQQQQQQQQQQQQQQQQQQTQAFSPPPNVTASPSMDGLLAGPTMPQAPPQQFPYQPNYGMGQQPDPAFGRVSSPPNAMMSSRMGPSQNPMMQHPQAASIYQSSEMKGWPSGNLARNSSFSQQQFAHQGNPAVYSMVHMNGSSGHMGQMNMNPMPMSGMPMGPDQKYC
TWEAK-Fn14 inh: blocks TWEAK-Fn14 interaction in a reporter cell assay; TWEAK-stimulated Fn14 reporter cells, luciferase luminescence, 8 h; inhibition, % at 10 µM; 2% of 360,000 active; in the data active = inhibition above about 50%
NR2F2 inh: NR2F2 (human) inhibition, primary screen; P24468; HEK293T NGFI-A luciferase reporter, luminescence; inhibition, % at 8.6 µM; 0.7% of 370,000 active; AID 686940;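 active = inhibition above a per-plate cutoff, mean inhibition of test wells between control levels plus 3 SD, cut at about 38% in these data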;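 also: cells cotransfected with COUP-TFII expression vector driving the NGFI-A reporter; 0% = median of COUP-TF2 test wells and 100% = reporter-only cells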
C8 TRAIL sens: sensitizes caspase-8 expressing cells to TRAIL. AID 624354. 1% of 360,000 active. inhibition (viability loss, TRAIL sensitization), % at 10 µM. NB7+C8 cells + TRAIL, ATPlite viability luminescence;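 active = compounds causing at least 50% loss of cell viability in the single-dose screen, relative to plate controls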
Shn3 3UTR inh: inhibitors of Schnurri-3 3'UTR reporter in osteoblasts | 0.52% of 360,000 active | inhibition, % at 12.5 µM | Clone20 osteoblast Shn3 3'UTR firefly luciferase, 24 h;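 active = mean inhibition of at least 75% with every replicate also reaching 75%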;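 also: 0% = median of neutral control wells and 100% = pilot-screen positive control compound; some compounds past the cut are filed as inactive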
SRC1 inh: inhibitors of human steroid receptor coactivator 1 (SRC1); AID 588354; Q15788; 0.12% of 360,000 active; HEK293 GAL4-SRC1 luciferase reporter, luminescence; inhibition, % at 3.6 µM;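 active = inhibition above the campaign mean plus 3 SD, with each screening campaign given its own cutoff, cut at about 60% in these data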;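 also: 0% = DMSO treated cells and 100% = gossypol at 36 µM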
* = called active by the depositor; / = not tested or not shown.

SMILES	KKLEB tox	CF NFkB inh	LRH-1 inv ag	TROY signal inh	EBV LMP1 NFkB	NCOA3 inh	TWEAK-Fn14 inh	NR2F2 inh	C8 TRAIL sens	Shn3 3UTR inh	SRC1 inh
CCOC(=O)C(/C=C(\C#N)C(=O)OCC)=C(/N)N1CCN(c2ccc(Cl)cc2)CC1	-2.3	1.6	-0.3	-3.7	-4.3	5.5	-15.0	-7.5	3.3	6.2	-4.5
O=C(O)CN1C(=O)S/C(=C\c2ccc3c(c2)OCO3)C1=O	-4.9	8.5	5.9	0.3	-4.5	25.2	12.1	0.5	8.5	-16.1	-4.8
CCC(C)[C@@H](C(=O)N1CCNCC1)n1cc(CCCN=C(N)N)nn1 (stereo not given in full)	4.3	-11.5	-0.5	11.2	1.5	-16.0	-2.9	-6.2	-4.9	-3.2	1.4
COc1cc(CN2CCN(Cc3cn(C)c4ccccc34)CC2CCO)cc(OC)c1 (stereo not given)	-7.4	13.8	5.1	6.1	6.3	2.9	3.6	-5.9	-2.2	7.3	6.1
O=C(CNC(=O)c1cccs1)N/N=C/c1ccccc1[N+](=O)[O-]	1.8	-4.5	0.7	-43.5	-11.6	-51.3	-12.8	-5.6	-1.3	-55.3	-18.3
Cc1cc(NC(=O)CSc2nc(=O)n(CCCN(C)C)c3c2CCCC3)no1	-2.6	15.0	-29.2	1.2	-7.3	-6.4	-4.7	-1.6	-28.1	0.8	-6.0
CCNc1nc(NCC)nc(OCC(=O)O)n1	-14.8	-0.4	15.0	7.3	-7.7	-7.4	-8.3	15.8	6.5	/	-0.4
COc1ccc(C(=O)C2CCCN(C(=O)c3cc(C4CC4)[nH]n3)C2)c(C)c1 (stereo not given)	-0.1	16.6	0.7	17.0	-3.0	5.2	8.2	-14.0	-17.7	9.6	6.6
O=C1[C@H](Cc2ccccc2)NCC=CC[C@@H](c2ccc(Cl)cc2)N1Cc1ccccc1	-9.9	20.5	-3.0	-0.3	8.3	0.1	16.8	16.3	12.7	-45.5	-4.8
Cc1oc2c(O)c(O)ccc2c(=O)c1-c1ccc(Cl)cc1	-19.4	20.5	12.9	-73.9	1.7	-11.4	-25.7	9.5	12.6	-1.3	-2.4
Cc1[nH]c(=O)[nH]c(=O)c1S(=O)(=O)N1CCCCC1	-10.6	8.9	13.7	16.6	3.7	-7.9	-5.1	-4.6	5.6	-5.4	-10.6
O=C(NC1CCCC1)C(c1ccccc1F)N(C(=O)c1csnn1)C1CC1 (stereo not given)	-2.7	11.4	12.3	12.9	-2.2	-8.3	15.3	5.5	-8.7	0.0	9.6
Cc1cc2nc(-c3ccco3)c(Cc3cccc(Cl)c3)n2c(C)c1Br	/	/	-34.0	2.1	/	/	30.0	15.0	3.7	/	/
CCOC(=O)C1(Cc2cccc(Cl)c2)CCCN(C(=O)CCNC(C)=O)C1 (stereo not given)	-7.2	-0.3	-9.0	0.1	-3.4	-2.2	12.0	18.7	-10.2	-18.2	-15.4
Cc1cc(C)cc(OCC(=O)N2Cc3ccccc3CC2C(=O)O)c1 (stereo not given)	-5.6	-1.7	4.4	-2.1	-5.7	0.1	-18.5	-2.6	-1.0	7.1	-3.2
COc1ccccc1NC(=O)CSc1nnc(CC(=O)Nc2ccccc2F)n1C	8.7	-2.6	-4.6	-6.4	-6.0	10.2	17.1	-10.8	4.5	1.9	-21.4
CC(C)(C)c1ccc(OCCCCCCN2CCNCC2)cc1	-18.9	6.6	0.0	-14.7	2.0	13.2	-23.1	9.9	-2.8	25.6	-7.1
CCCNC(=O)COC(=O)c1[nH]c(C)c(C(=O)OCC)c1C	-4.9	-17.5	-9.1	-2.5	-7.9	-15.8	-20.1	1.9	23.2	-2.7	-30.1
CCc1cc2c(=O)nc3n(c2s1)Cc1ccccc1/C3=C(/O)c1ccccc1Cl	-9.2	-3.7	-15.5	-21.9	-3.3	-1.9	34.7	-3.7	13.8	-2.0	-8.6
Cc1oc(=O)c(NC(=O)c2ccccc2)cc1C(=O)c1ccccc1	-10.4	-2.2	-89.2	-43.0	-65.9	-88.1	-8.6	-57.2	1.2	-64.7	-72.9
Cc1ccccc1S(=O)(=O)NC1=NCCCCC1	8.5	-4.1	-8.3	-7.9	1.9	-3.6	5.6	-1.2	-5.8	14.5	0.3
CCOC(=O)c1ccc(N2C(=O)CC(N(C)Cc3ccccc3)C2=O)cc1 (stereo not given)	-1.1	0.0	-19.1	-5.3	7.2	3.9	2.9	0.0	-2.8	-3.8	-27.6
Cc1ccc(C)c(NC(=O)CC2Oc3ccccc3NC2=O)c1 (stereo not given)	8.6	2.5	3.4	16.6	-0.2	3.2	6.6	9.9	9.5	6.3	0.6
CCOC(=O)C1(Cc2ccc(Cl)cc2)CCN(C(C)Cc2ccc(O)c(OC)c2)CC1 (stereo not given)	-3.1	11.6	17.1	26.6	12.2	11.2	33.6	52.8*	27.1	92.1*	-10.8
COC(=O)c1[nH]c2ccc(F)cc2c1NS(=O)(=O)c1ccc(OC)cc1	-6.2	8.2	31.3	17.2	2.4	19.9	28.4	3.0	-25.6	1.1	-2.8
CCOC(=O)C(NC(=O)Nc1ccccc1)(OCC)C(F)(F)F (stereo not given)	-3.5	-1.9	-11.7	-6.1	1.2	19.1	-2.2	5.5	10.5	-17.0	-5.3
CCOC(=O)N1CCN(C(=O)c2ccc3oc(CCc4ccccc4)nc3c2)CC1	-19.2	-25.9	5.2	2.9	-1.9	-0.5	-28.7	-11.1	-17.1	-17.4	-10.4
CC12CC3CC(C)(C1)CC(C(=O)Nc1nn[nH]n1)(C3)C2	-5.9	6.5	-1.9	-8.7	-3.4	-8.7	-1.2	0.3	-4.0	-1.2	-22.8
CCC(C)NC(=O)COc1ccccc1[N+](=O)[O-] (stereo not given)	-8.3	9.1	14.3	8.8	1.9	-5.5	0.3	2.6	-7.4	-23.5	-45.0
O=C(Nc1ncc(Cl)cc1Cl)c1c(F)cccc1Cl	10.0	0.5	2.9	-14.7	5.5	16.5	3.2	1.9	-0.3	-0.1	-12.0
Cc1nn(-c2ccccc2)c(C)c1NC(=O)COC(=O)c1ccc(Cl)c(N)c1	-5.3	-8.9	5.1	-7.0	-2.6	-4.8	16.1	0.7	6.3	-5.1	-5.9
O=C(c1nc2ccccn2c1CNCCCn1ncc2ccccc21)N1CCCC1	-7.4	6.1	20.9	-12.1	-1.1	0.5	7.3	9.1	28.0	-28.9	0.2
C=CCOc1cccc(CNc2ccc3[nH]c(=O)[nH]c3c2)c1	1.9	-7.5	18.0	-8.1	8.8	-17.1	16.3	2.6	-11.4	23.4	15.9
C[N+]1(CCNC(=O)/C=N/O)CCCCC1	-2.1	7.6	1.5	-16.6	-7.0	16.8	-10.7	4.6	2.6	0.4	7.6
N#Cc1cc2c([nH]c1=S)CCCCCC2	0.6	-3.5	-13.7	40.4	-17.6	-9.0	28.3	3.2	-6.7	-25.6	1.3
C=CCC1(C#N)C(=S)NC2=C(C(=O)CC(C)(C)C2)C1c1ccc(Br)cc1 (stereo not given)	8.7	-4.0	-5.6	4.5	3.5	16.4	3.3	6.1	6.6	-23.1	12.0
CC(C)Cn1c2nc3ccccc3nc2c2c(=O)n(CCN3CCOCC3)cnc21	-1.6	-3.9	15.5	-1.9	-3.4	19.6	11.1	-6.0	-13.5	-6.6	5.3
O=C(CC1C(=O)NCCN1C(=O)Nc1ccccc1)Nc1cccc(Cl)c1 (stereo not given)	7.8	-56.9	7.7	-6.0	-2.6	8.4	1.8	-4.6	-7.4	-16.4	8.8
Cc1ccc(-c2nnn(CC(=O)Nc3ccccc3N3CCOCC3)n2)cc1	-15.5	6.7	1.9	-11.2	-9.3	-0.1	14.4	2.6	2.1	33.7	-5.1
CC(C)CNc1ncnc2c1ncn2[C@H]1CN(CCc2ccccc2)C[C@@H](CO)O1	10.1	-10.2	24.2	2.4	/	-8.7	-32.3	-10.4	-0.6	3.5	-4.2
CS(=O)(=O)c1ccc(C(=O)OCC(=O)NCc2cccs2)cc1[N+](=O)[O-]	-33.2	89.9*	-8.6	24.3	-1.1	-5.0	91.9*	-9.7	37.6	97.2*	-3.9
COC(=O)CSc1nc2ccccc2nc1SCC(=O)OC	3.0	10.7	-8.7	1.0	0.0	8.0	-16.2	-7.2	-2.0	-12.2	-9.6
COc1ccc(C(=O)C(C)OC(=O)CN2C(=O)c3ccccc3C2=O)cc1 (stereo not given)	-0.9	-9.6	16.1	-12.2	-2.0	10.7	-9.1	13.4	8.3	12.4	4.8
COc1ccc(NC(=O)C23CCC(C)(C(=O)O2)C3(C)C)cc1 (stereo not given)	5.9	-1.7	-1.9	-15.8	1.9	1.9	-2.8	11.3	-27.0	-3.9	-5.5
CC(NC(=O)COC(=O)c1cn(-c2ccccc2)nc1-c1cccs1)c1ccccc1 (stereo not given)	12.3	-43.2	-8.2	9.5	-6.5	-10.3	10.7	11.4	7.4	-7.3	-27.6
CCN(Cc1nc(-c2ccccc2)no1)C(=O)c1ccoc1C	5.3	11.9	-18.6	9.5	0.8	-2.6	-2.5	20.5	-14.7	13.5	-36.8
Cc1nc2sc(C(c3cccc(F)c3)N3CCC(O)CC3)c(O)n2n1 (stereo not given)	-0.1	1.7	0.3	-7.0	-10.1	19.0	-10.2	24.2	-3.3	1.4	-6.1
O=C(O)CS(=O)(=O)c1ccc(C(F)(F)F)cn1	-11.8	7.4	4.9	22.5	-10.2	16.0	-12.3	-4.2	-2.7	0.4	-0.6
O=C(Nc1ccccc1)N1CCc2ccccc2C1	-5.0	-8.8	-65.3	-64.2	-31.4	-53.4	-9.2	-23.3	10.8	-43.7	-86.1
CN(C(=O)c1cccc(N2C(=O)C3CC=CCC3C2=O)c1)C1CCCCC1 (stereo not given)	2.1	5.3	16.5	2.8	-3.3	13.7	2.5	-3.0	-7.4	7.0	-20.3

Following part
SMILES	KKLEB tox	CF NFkB inh	LRH-1 inv ag	TROY signal inh	EBV LMP1 NFkB	NCOA3 inh	TWEAK-Fn14 inh	NR2F2 inh	C8 TRAIL sens	Shn3 3UTR inh	SRC1 inh
COc1ccc(OC)c(C(O)c2coc3ccc(O)c(CN4CCOCC4)c23)c1 (stereo not given)	-2.7	-12.7	10.5	-4.4	-2.6	10.5	7.5	/	-7.4	-34.7	-6.7
CCCN1CCN(CCCNC(=O)c2ccc(CS(=O)c3ccccc3C)o2)CC1 (stereo not given)	6.7	-0.9	-1.7	-8.9	-12.9	-7.3	-6.4	-1.9	-1.0	-5.1	8.2
CSCCC(NC(=O)c1cc(S(=O)(=O)N2CCOCC2)ccc1C)c1nc2ccccc2[nH]1 (stereo not given)	0.7	-10.3	-0.3	4.0	-3.8	-3.0	5.7	2.7	8.8	-20.0	-6.0
COc1ccc(OCC(=O)Nc2ccc(N3CCN(C(=O)c4ccco4)CC3)cc2)cc1	6.0	2.7	-1.6	10.0	-5.3	6.4	-14.0	4.7	5.3	-1.4	0.2

A portion of the library; count on the stated rates, not on these rows.
